Screening data as filed in PubChem BioAssay.
TDP1 inh – qHTS Assay for Inhibitors of Tyrosyl-DNA Phosphodiesterase (TDP1); recombinant TDP1, AlphaScreen DNA substrate cleavage; Potency, µM (series often up to 130 µM), for inactives: at the highest dose activity change, negative = inhibition, most hits filed as inhibitors; 350,000 tested, 0.28% active; AID 485290, 2010; also: nearly all actives have a fitted effect of over 40% in size
Target sequence (Q9NUW8 whole entry, looked up): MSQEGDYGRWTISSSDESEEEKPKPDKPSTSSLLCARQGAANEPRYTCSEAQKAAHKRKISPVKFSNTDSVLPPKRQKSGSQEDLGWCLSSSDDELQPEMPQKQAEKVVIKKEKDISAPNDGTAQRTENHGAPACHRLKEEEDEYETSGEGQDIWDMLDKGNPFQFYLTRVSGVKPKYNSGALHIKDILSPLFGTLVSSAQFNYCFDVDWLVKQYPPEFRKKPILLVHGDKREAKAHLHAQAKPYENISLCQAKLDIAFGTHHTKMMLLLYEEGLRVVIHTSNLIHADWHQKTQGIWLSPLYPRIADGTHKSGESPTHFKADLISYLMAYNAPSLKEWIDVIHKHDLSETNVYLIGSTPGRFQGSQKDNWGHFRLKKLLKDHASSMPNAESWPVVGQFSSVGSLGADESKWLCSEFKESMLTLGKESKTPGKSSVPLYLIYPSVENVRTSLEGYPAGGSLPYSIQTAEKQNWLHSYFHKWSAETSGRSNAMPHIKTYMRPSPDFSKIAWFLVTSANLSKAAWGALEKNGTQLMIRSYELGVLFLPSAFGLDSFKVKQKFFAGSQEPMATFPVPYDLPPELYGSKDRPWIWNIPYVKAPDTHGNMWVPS
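Here, a 5' biotin and 3' phosphotyrosine-FITC DNA oligonucleotide reports Tdp1 activity: intact substrate bridges AlphaScreen beads, while cleavage leaves a 3' phosphate and drops signal. All incubations at room temperature.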
FEN1 inhibitor – qHTS Assay for the Inhibitors of Human Flap endonuclease 1 (FEN1); 390,000 tested, 0.35% active; Recombinant FEN1 flap cleavage, fluorescence, 15 min; P39748; AID 588795, 2011; Potency, µM (titrated, usually from 114 µM), inactives show top-dose activity change, negative = inhibition, hits mostly inhibitors; also: nearly all actives have a fitted effect of over 65% in size
Target sequence (P39748 whole entry, looked up): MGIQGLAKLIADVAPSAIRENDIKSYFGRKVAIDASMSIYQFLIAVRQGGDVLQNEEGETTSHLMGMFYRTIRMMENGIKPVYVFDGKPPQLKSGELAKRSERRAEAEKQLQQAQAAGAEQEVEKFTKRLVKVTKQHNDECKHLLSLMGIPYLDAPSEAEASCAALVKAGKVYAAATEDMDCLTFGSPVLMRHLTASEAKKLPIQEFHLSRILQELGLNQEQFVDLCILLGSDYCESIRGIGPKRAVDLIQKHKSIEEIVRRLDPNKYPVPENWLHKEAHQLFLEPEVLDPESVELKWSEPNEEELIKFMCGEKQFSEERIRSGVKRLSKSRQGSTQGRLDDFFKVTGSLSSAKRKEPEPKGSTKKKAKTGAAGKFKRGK
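Read-out was taken twice, immediately and after 15 min, following addition of 50 nM substrate to 10 nM FEN1 that had sat with test compound for 15 min at room temperature. Curves came from a four-parameter Hill model.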
N370S GC – qHTS Assay for Inhibitors and Activators of N370S glucocerebrosidase as a Potential Chaperone Treatment of Gaucher Disease. N370S GC spleen homogenate, 4MU-glucoside fluorescence. Potency, µM (top dose mostly 59.4 µM), inactives show at the highest dose activity change, negative = inhibition, hits mostly inhibitors. Lysosomal acid glucosylceramidase (Homo sapiens), P04062. AID 2101, 2009. 330,000 tested, 0.092% active;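 also: 0% = full enzyme activity and -100% = no enzyme basal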
Starred values were filed as active, the others as inactive; ? = inconclusive; nt = not tested or not shown; & = joins results of further samples; [ ] = dose if it differs, or a comment. Calls follow the shape of the dose curve; as a rule, active = well fitted curve in the direction sought with a large enough effect; inconclusive = small, poorly fitted or top-dose-only effect, or another doubt; inactive = no such curve, though single readings can be large; an effect the other way counts as inactive or inconclusive. Unless noted, % is scaled to controls: 0 for no effect and ±100 for the full control effect; potency is read from the fitted curve at half-maximal effect.

TDP1 inh	FEN1 inhibitor	N370S GC	canonical_smiles
3%	-16%	1%	CC(=O)Nc1nc2ccc(S(=O)(=O)N3CCCCC3)cc2s1
8%	-2%	6%	CN1c2ccccc2C2(C)CCCC3=Cc4cc([N+](=O)[O-])cc([N+](=O)[O-])c4OC312 (stereo not given)
-3%	-3%	-2%	Nc1cccc(S(=O)(=O)Nc2ccccc2)c1
-3%	-13%	6%	c1ccc(CC2CCN(c3nc4ccccc4n4nnnc34)CC2)cc1
-9%	7%	2%	C=CCOc1ccc(/C(O)=C2\C(=O)C(=O)N(CCCOC)C2c2ccncc2)cc1 (stereo not given)
nt	8%	?	CCc1nc2c(s1)CCc1onc(-c3ccc(Cl)cc3)c1-2
-3%	15%	nt	CCc1nn(CC(=O)NCCN(CC(C)C)CC(C)C)c(=O)c2cc3sc(C)cc3n12
10%	7%	-6%	Nc1nc(CCl)nc(Nc2cccc3ccccc23)n1
14%[56.1 µM]	nt	-15%	C[C@@H]1O[C@@H](OC[C@H]2O[C@@H](Oc3c(-c4cccc(O)c4O)oc4cc(O)cc(O)c4c3=O)[C@H](O)[C@@H](O)[C@@H]2O)[C@H](O)[C@H](O)[C@H]1O
4%	-15%	6%	COc1ccc2cc(C3NC(=O)c4ccccc4N3)c(Cl)nc2c1 (stereo not given)
8%	5%	-2%	Cc1ccc(S(=O)(=O)N(C(=O)c2ccncc2)c2ccc(OC(=O)c3ccncc3)c3ccccc23)cc1
3%[21 µM]	nt	9%[12.8 µM]	CCOC(=O)CCN1C(=O)[C@H]2[C@H]3[C@H](O)[C@H](O)C/C(=N/O[C@@H]4O[C@@H](COC(C)=O)[C@@H](OC(C)=O)[C@@H](OC(C)=O)[C@H]4OC(C)=O)[C@H]3CC[C@@H]2C1=O
8%	3%	nt	Cc1ccc(C)c(NC(=S)N2CCC(c3nc4ccccc4s3)CC2)c1
-4%	-11%	-1%	COc1ccc(-c2nc(-c3ccc(Br)o3)no2)cc1
nt	-3%	3%	COc1ccc(-n2c(NNC(C)=O)nc3sc4c(c3c2=O)CCCC4)cc1
5%	8%	0%	O=C(NC1CCCCC1)N1CCC(c2nc3ccccc3[nH]2)CC1
-4%	-2%	-12%	Cc1nc2ccccc2n1C(=O)N(C)C
nt	15%	-20%	COc1ccc(NC(=O)CN(C)C(=O)Cn2cnc3c2c(=O)n(C)c(=O)n3C)cc1
1%	1%	-10%	CCc1ccc(CN2CCC(n3nccc3NC(=O)c3ccccc3Cl)CC2)cc1
-3%	-19%	?	CC1Cc2ccccc2N1C(=O)COC(=O)C1(c2ccccc2F)CCCC1 (stereo not given)
nt	1%	-13%	COc1cc(C(=O)NC23CC4CC(CC(C4)C2)C3)cc(OC)c1OC
3%	-8%	-5%	Cc1ccccc1/C=N/N1CCN(c2ccccc2)CC1
-3%	4%	nt	CC(=O)c1ccc(NC(=O)COC(=O)Cn2cnc3ccccc32)cc1
3%	-10%	-3%	CC(=O)c1c(C)[nH]c(C(=O)CN2C(=O)NC(CCc3ccccc3)C2=O)c1C (stereo not given)
6%	-1%	-17%	Brc1ccc(C2=Nc3ccccc3C(c3ccncc3)=NN2)cc1
-3%	-5%	-1%	COc1ccc(NC(=O)NNC(=O)CCC(=O)Nc2ccccc2Cl)cc1
2%	-10%	-18%	O=C(CSCc1cccc(Br)c1)N/N=C/c1ccc2c(c1)OCO2
1%	-9%	-8%	C/C(=N\OCC(=O)N/N=C/c1ccccc1)c1cccs1
-9%[0.0935 µM]	-12%&14%	0%	CCC(=O)N1CCc2cc(Br)cc(S(=O)(=O)N3CCC(C(=O)NC(C)(C)C)CC3)c21
nt	2%	5%	COc1ccc(C(=O)N2CCCc3ccccc32)cc1OC

Given field by field: entries from further up.
molecule: O=C(NC1CCCCC1)N1CCC(c2nc3ccccc3[nH]2)CC1
  TDP1 inh: 5%
  FEN1 inhibitor: 8%
  N370S GC: 0%

molecule: Cc1nc2ccccc2n1C(=O)N(C)C
  TDP1 inh: -4%
  FEN1 inhibitor: -2%
  N370S GC: -12%

molecule: COc1ccc(NC(=O)CN(C)C(=O)Cn2cnc3c2c(=O)n(C)c(=O)n3C)cc1
  TDP1 inh: nt
  FEN1 inhibitor: 15%
  N370S GC: -20%

molecule: CCc1ccc(CN2CCC(n3nccc3NC(=O)c3ccccc3Cl)CC2)cc1
  TDP1 inh: 1%
  FEN1 inhibitor: 1%
  N370S GC: -10%

Individual results from the list:
COc1ccc(NC(=O)NNC(=O)CCC(=O)Nc2ccccc2Cl)cc1 in N370S GC reads -1%
CC1Cc2ccccc2N1C(=O)COC(=O)C1(c2ccccc2F)CCCC1 (stereo not given) in TDP1 inh reads -3%

The listing picks up, starting 4 compounds before the break.
TDP1 inh	FEN1 inhibitor	N370S GC	canonical_smiles
2%	-10%	-18%	O=C(CSCc1cccc(Br)c1)N/N=C/c1ccc2c(c1)OCO2
1%	-9%	-8%	C/C(=N\OCC(=O)N/N=C/c1ccccc1)c1cccs1
-9%[0.0935 µM]	-12%&14%	0%	CCC(=O)N1CCc2cc(Br)cc(S(=O)(=O)N3CCC(C(=O)NC(C)(C)C)CC3)c21
nt	2%	5%	COc1ccc(C(=O)N2CCCc3ccccc32)cc1OC
4%	6%	26%	Nc1ccccc1-c1nc2ccccc2[nH]1
5%	1%	0%	C=CCNC(C(=O)Nc1cccc(OC)c1)c1ccccc1 (stereo not given)
-3%	11%	3%	Cc1nc(NC(=O)COC(=O)CCS(=O)(=O)c2ccccc2Cl)c(Cl)cc1Cl
11%[0.0935 µM]	-2%	1%	O=C(CN(C(=O)CNS(=O)(=O)c1ccccc1)c1ccc(F)cc1)NCc1ccco1
9%	-1%	-4%	NC(=O)c1nsc(C(=O)N(Cc2ccc(F)cc2)C(C(=O)NC2CCCC2)c2ccco2)c1N (stereo not given)
3%	-6%	-14%	CCOc1ccc(-n2c(-c3ccc(Br)cc3)c[n+]3c2CCCCC3)cc1
-7%	-10%	4%	Cc1cc(C)nc(N2N=C(C(C)(C)C)CC2=O)n1
-20%	10%	0%	COC(=O)c1ccc(COC(=O)C(NC(=O)Cc2ccccc2)C(C)C)cc1 (stereo not given)
0%	15%	nt	CC(C)(C)OC(=O)N1CCC(c2c(C(=O)N3CCCCC3)cnn2-c2ccccc2Cl)CC1
nt	4%	-15%	Nc1ccccc1C(O)(Cc1ccccc1)c1ccccc1 (stereo not given)
8%	9%	nt	CCSc1nnc2c(n1)OC(c1ccc(OCC(=O)O)cc1)Nc1ccccc1-2 (stereo not given)
2%	-2%	nt	Cc1ccc(Sc2ccc(N3CCC(C(=O)Nc4ccc(Cl)cc4)CC3)nn2)cc1
nt	-1%	0%	COc1ccc(CNC(=O)C2(CC(=O)NC(C)(C)C)CCCC2)cc1
0%	?	-2%	O=C(N/N=C/c1ccncc1)c1cccc(NC(=O)c2ccc(Cl)cc2)c1
5%	-5%	1%	CN(C)S(=O)(=O)c1ccc(Cl)c(NC(=O)c2ccncc2)c1
5%&4%	-15%	6%&0%	CCC1=C(OC(=O)N(CC)CC)N2C(=O)OC(=NCC3CC3)[C@]2(C)[C@H]2C1=CC[C@H]1C(=O)NC(=O)[C@H]12
11%	?	-2%	Cc1ccc(S(=O)(=O)c2cc(Nc3ccccc3)ccc2O)cc1
nt	-15%	-18%	COc1cccc(CNC(=O)CSc2nc3ccc(C)cc3[nH]2)c1
-1%	-19%	7%	O=C(c1ccc(C(F)(F)F)cc1)N1CCC(=O)N(C(COCc2ccccc2)Cc2ccccc2)CC1 (stereo not given)
?	-14%	-4%	C=CCSc1nc2sc3c(c2c(=O)n1CC)CCC3
0%	2%	1%	COc1cc(NC(=S)N2CCC(C(O)(c3ccccc3)c3ccccc3)CC2)cc(OC)c1
8%	-8%	4%	Cn1c(-c2cccc3ccccc23)n[nH]c1=S
0%	3%	nt	Cc1ccc(NC(=O)CSc2nncs2)cc1Cl
4%	-9%	13%	O=C(Nc1nc2nc(-c3ccccc3)cc(=O)n2[nH]1)c1ccccc1
4%	-5%	-17%	Cc1ccc(C)c(C(C)NC(=O)C2CCCC2)c1 (stereo not given)
5%	6%	8%	FC(F)(F)c1cc(-c2ccco2)nc(N2CCN(c3ccccc3)CC2)n1
nt	-5%	-3%	O=c1c(-c2cccc(Cl)c2)c[nH]n1-c1ccccc1
-2%	-11%	19%	Cc1csc(NC(=O)CSc2nc3sc(C)c(C)c3c(=O)[nH]2)n1
-2%	0%	nt	CCOc1ccc(CN(C)C(=O)CCc2ccc(S(=O)(=O)N3CCCCCC3)cc2)cc1
nt	1%	0%	Cc1ccc(N(CCC#N)C(=O)COC(=O)c2ccccc2SCC(=O)N2CCCC2)cc1
3%	-2%	-6%	COc1ccc(N(CC(=O)N2CCOCC2)S(=O)(=O)c2ccccc2)cc1Cl
6%	9%	-26%	CCOc1ccc2[nH]c(=O)c(CN(CCc3ccccc3)C(=O)N3CCOCC3)cc2c1
3%	-17%	2%	O=C(COC(=O)Cc1ccsc1)NCC12CC3CC(CC(C3)C1)C2
-2%	-5%	-5%	O=C(NCc1cccnc1)c1ccc(COc2ccccc2Cl)cc1
-8%	-1%	6%	CC(C)(C)NC(=O)Cn1nc(C(F)(F)F)c2c1CCCC2
2%	-14%	nt	CCOc1ccc(/C=N/NC(=O)c2ccccc2Cl)cc1CN1CC2CC(C1)c1cccc(=O)n1C2 (stereo not given)
nt	0%	-2%	COc1ccc2[nH]c3c(c2c1)CCN1C(=O)N([C@@H](C)C(=O)NC2CCCC2)C(=O)[C@]31C
5%[56.1 µM]	4%	-3%	Cc1cc2c(cc1S(N)(=O)=O)S(=O)(=O)CCC2
-2%	12%	nt	NC(=O)c1ccc(OCC(=O)N2CCNC2=O)cc1
7%	-3%	7%	Cc1cc(=O)oc2cc(OC(C)C(=O)N3CCCc4ccccc43)ccc12 (stereo not given)
8%	-3%	10%	COc1ccc(-c2c(C(C)=O)c(C)nc3sc4c(=O)[nH]nnc4c23)cc1
9%	1%	4%	CCOC(=O)Cc1c(C)nc2c(-c3ccc(Cl)cc3)c[nH]n2c1=O
5%	-12%	4%	Cc1c(Cl)ccc2c1NC(=O)[C@]21N[C@@H](CCC(N)=O)[C@H]2C(=O)N(c3ccc(F)cc3)C(=O)[C@H]21
6%	3%	nt	CCCOc1cccc(C2c3c(oc4cc(C)c(C)cc4c3=O)C(=O)N2CCCN2CCOCC2)c1 (stereo not given)
7%	-22%	-29%	CS(=O)(=O)N(Cc1ccc(Cl)cc1)c1ccc(C(=O)NCCSCc2ccco2)cc1
1%&2%	4%&20%	nt	COc1cccc(CNc2ncnc3nc[nH]c23)c1
6%	1%	9%	Clc1ncccc1-c1nc2ccccc2n1Cc1ccccc1
nt	1%	-3%	COc1ccc(OCCOC(=O)CNC(=O)c2ccc(C)cc2)cc1
5%	7%	2%	O=C(CC(=O)N/N=C/c1ccc(Cl)cc1Cl)NCc1ccccc1
nt	-5%	-9%	O=C(NC1CCCCNC1=O)c1ccco1 (stereo not given)
5%	nt	-3%	CCCCCCCC/C=C\CCCCCCCC(=O)NCC(=O)O
-2%	13%	4%	CCN(C(=O)c1cc(Cl)ccc1OC)c1ccccc1C
-1%	-11%	nt	CCCCn1c(CNC(=O)c2ccc(OC)cc2)nnc1SCC(=O)Nc1ccc(OC)cc1
3%	-16%	nt	O=C(CSc1nnc(-c2ccccc2)c(-c2ccccc2)n1)NCCc1ccccc1
3%	-5%	18%	CCCCc1ccc(NC(=S)NCc2ccccc2OC)cc1
1%	12%	nt	CN(C)P(=O)(Nc1cccc2ccccc12)Nc1cccc2ccccc12
7%	-14%	nt	Cc1ccc(OCC(=O)Nc2c(Cl)ccc3nsnc23)cc1C
nt	-13%	-4%	Cc1cccc(CN2CCN(c3nc4nonc4nc3NC3CC3)CC2=O)c1
8%	-6%	-7%	CCOc1ccc(NC(=O)NNC(=O)c2cccnc2)cc1
12%	-1%	1%	Cc1nc2nc(SCC(N)=O)[nH]c2cc1Br

Further structures follow:
TDP1 inh	FEN1 inhibitor	N370S GC	canonical_smiles
nt	-18%	1%	COc1ccc(S(=O)(=O)NC2CCc3ccccc32)cc1OC (stereo not given)
-8%	-13%	25%	S=c1[nH]nc(COc2ccc3ccccc3c2)o1
3%	-11%	8%	O=C1CSC(c2cn(-c3ccccc3)nc2-c2cccs2)N1CC1CCCO1 (stereo not given)
-2%	-2%	10%	COc1cc(C(=O)N(Cc2ccco2)Cc2cc3ccccc3[nH]c2=O)cc(OC)c1OC
3%	5%	0%	COCCNC(=O)CS(=O)(=O)Cc1nc(-c2ccc(C)cc2)oc1C
2%	-10%	4%	Cc1ccccc1-n1nc2c(c1NC(=O)c1ccc(S(=O)(=O)N(C)C)cc1)CSC2
-1%	-14%	-3%	CC(C)COc1ccc(C(=O)N/C(=C/c2cccc([N+](=O)[O-])c2)C(=O)O)cc1
1%	2%	7%	COc1ccc(CCNC(=O)COC(=O)c2cnccn2)cc1
1%	-2%	-11%	O=C(/C=C\c1ccccc1)Nc1ccc(NC(=O)c2ccco2)cc1
